Screens: PubChem BioAssay, The Scripps Research Institute Molecular Screening Center
Tn6 DDE FP: inhibitors of Tn6 peptide binding to fibrin DD(E), primary screen, biochemical, fluorescence polarization, human fibrin, Tn6 probe; 370,000 tested, 0.21% active; inhibition, % at 8.3 µM; Fibrinogen beta chain (Homo sapiens), P02675; Fibrin DD(E) TRITC-Tn6 fluorescence polarization displacement;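 active = inhibition above a per-campaign cutoff: mean of compounds within control limits plus 3 SD, cut at about 15% in these data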;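 note: 0% = median of all compound wells on the plate and 100% = blocking peptide control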
KLK7 zymogen act: proKLK7 zymogen activators, primary screen, biochemical, fluorescence intensity; purified proKLK7, EDANS-DABCYL substrate fluorescence; 100% is mature enzyme control, 0% vehicle; activation, % at 7 µM; 370,000 tested, 0.9% active;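 active = activation above the mean of all tested compounds plus 3 SD, computed per campaign excluding outliers beyond control limits, cut at about 13% in these data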
DDE Tn7 FP inh: inhibitors of Tn7 peptide binding to fibrin DD(E), primary screen, biochemical, fluorescence polarization, human fibrin, Tn7 probe. 370,000 tested, 0.13% active. AID 720508, 2013. FP displacement of FITC-Tn7 peptide from fibrin DD(E); 0% = median of compound wells per plate. inhibition, % at 8.3 µM;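 active = inhibition above the mean of compounds falling within the control limits plus 3 SD of them, cut at about 14% in these data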;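 note: 0% = plate median of compound wells and 100% = 10 µM Aha-Tn7 peptide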
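Assay system: human fibrin DD(E). Input: DD(E) 2 µM final. Medium: Tris buffer with calcium and detergent, pH 7.8. Compound dosing: single point at 8.3 µM. Timing: 10 min plus 3 h, room temperature. Technique: fluorescence polarization of the labelled Tn7 tracer. Read-out: percent inhibition. Replicates: singlicate testing.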
ADAM10 inh: human ADAM10 inhibitors, primary screen, biochemical, QFRET, HTS. recombinant ADAM10, EDANS/DABCYL FRET peptide cleavage, 3 h. inhibition, % at 7 µM. 370,000 tested, 0.62% active. AID 720582, 2013;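 active = inhibition above a per-campaign cutoff equal to the mean of compounds falling between control-based bounds plus 3 SD, cut at about 20% in these data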;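 note: 0% = DMSO wells while the 100% control is not disclosed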
Target sequence (O14672 214-748 limits assumed): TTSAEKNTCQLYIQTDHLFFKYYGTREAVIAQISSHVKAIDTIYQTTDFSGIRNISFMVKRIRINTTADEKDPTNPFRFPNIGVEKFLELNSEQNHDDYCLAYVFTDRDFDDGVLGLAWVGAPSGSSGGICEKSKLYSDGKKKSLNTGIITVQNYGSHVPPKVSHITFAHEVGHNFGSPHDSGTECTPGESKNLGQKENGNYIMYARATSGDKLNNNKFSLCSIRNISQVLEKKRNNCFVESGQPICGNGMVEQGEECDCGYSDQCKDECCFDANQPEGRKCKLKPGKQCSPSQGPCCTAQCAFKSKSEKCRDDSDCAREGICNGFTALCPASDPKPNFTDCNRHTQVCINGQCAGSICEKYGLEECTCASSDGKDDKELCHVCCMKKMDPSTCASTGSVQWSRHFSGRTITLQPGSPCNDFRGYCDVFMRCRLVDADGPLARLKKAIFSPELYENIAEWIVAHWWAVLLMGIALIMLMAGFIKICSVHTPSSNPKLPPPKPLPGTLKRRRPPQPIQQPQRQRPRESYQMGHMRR
ADAM17 inh: ADAM17 inhibitors, primary screen, biochemical, QFRET. inhibition, % at 6.95 µM. recombinant ADAM17, EDANS/DABCYL FRET peptide cleavage. 370,000 tested, 0.83% active. AID 720648, 2013;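 active = inhibition above the mean of compounds lying between control limits plus 3 SD, set per campaign, cut at about 8.5% in these data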;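 note: 0% = DMSO-only wells as the low control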
ARFGAP1 inh: inhibitors of rat ARFGAP1 GAP activity, primary screen, biochemical, fluorescence polarization, GDP tracer. ADP-ribosylation factor GTPase-activating protein 1 (Rattus norvegicus), Q62848. Arfgap1-stimulated ARF1 GTP hydrolysis, GDP FP detection. inhibition, % at 16.5 µM. 360,000 tested, 0.26% active. AID 651572, 2012;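 active = inhibition above a per-plate limit, mean inhibition of low control wells plus 3 SD, cut at about 25% in these data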;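 note: 0% = DMSO wells with enzyme and 100% = wells lacking Arfgap1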
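Material – truncated rat Arfgap1 GAP domain · Buffer or medium – HEPES-based buffer, pH 7.5 · Reagent – human ARF1(Δ1-17)-GTP substrate · Dosing – 16.5 µM single point, 1.26% DMSO · Schedule – GTP hydrolysis reaction 2 h at 25 °C · Technique – GDP detection by fluorescence polarization · Benchmarks – No-Arfgap1 wells (100%) versus DMSO full-reaction wells (0%) · Repeats – single replicate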
PLC-gamma1 inh: PLC-gamma1 enzyme inhibitors, primary screen, biochemical, fluorescence, purified enzyme. fluorogenic substrate. AID 720700, 2013. 370,000 tested, 0.84% active. inhibition, % at 12.2 µM; in the data active = inhibition above about 9.5%
LEDGF integ inh: blockers of LEDGF/p75-dependent integrase strand transfer – biochemical, TR-FRET, high throughput, primary screen. TR-FRET IN-LEDGF/p75 DNA integration, Eu/Cy5. AID 743269, 2014. inhibition, % at 3.7 µM. 370,000 tested, 0.64% active. HIV-1 integrase (with human LEDGF/p75);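 active = inhibition above the screen-wide mean plus 3 SD, cut at about 13% in these data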;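 note: signal is the Cy5 over europium emission ratio at 671 and 618 nm; 0% = plate median of compound wells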
TDP2 inh: human TDP2 enzyme inhibitors, primary screen, biochemical, epi absorbance, recombinant enzyme; T5PNP hydrolysis, p-nitrophenol absorbance 415 nm; inhibition, % at 12.8 µM; 370,000 tested, 0.34% active;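 active = inhibition above the mean of all tested compounds plus 3 SD, set per campaign, cut at about 25% in these data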;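 note: 0% = DMSO with enzyme and 100% = buffer with substrate but no TDP2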
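Test system: Human TDP2 enzyme | Reagent: 5 mM T5PNP | Compound dosing: 12.8 µM single point, 1% DMSO | Incubation: Enzyme reaction with compound for 2 h at 37 °C | Technique: p-Nitrophenol epi absorbance | Read-out: % inhibition relative to enzyme-containing and enzyme-free wells | Benchmarks: High control without enzyme, low control DMSO plus TDP2 | Replicates: Singlicate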
ASAP1 GAP inh: inhibitors of human ASAP1 ArfGAP activity, primary screen, biochemical, fluorescence polarization; AID 624377, 2012; ASAP1-stimulated ARF1 GTP hydrolysis, GDP FP detection; 360,000 tested, 0.19% active; inhibition, % at 16.5 µM; in the data active = inhibition above about 25%;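 note: 0% = vehicle with enzyme and substrate and 100% = no enzyme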
Target sequence (Q9ULH1 325-724 limits assumed): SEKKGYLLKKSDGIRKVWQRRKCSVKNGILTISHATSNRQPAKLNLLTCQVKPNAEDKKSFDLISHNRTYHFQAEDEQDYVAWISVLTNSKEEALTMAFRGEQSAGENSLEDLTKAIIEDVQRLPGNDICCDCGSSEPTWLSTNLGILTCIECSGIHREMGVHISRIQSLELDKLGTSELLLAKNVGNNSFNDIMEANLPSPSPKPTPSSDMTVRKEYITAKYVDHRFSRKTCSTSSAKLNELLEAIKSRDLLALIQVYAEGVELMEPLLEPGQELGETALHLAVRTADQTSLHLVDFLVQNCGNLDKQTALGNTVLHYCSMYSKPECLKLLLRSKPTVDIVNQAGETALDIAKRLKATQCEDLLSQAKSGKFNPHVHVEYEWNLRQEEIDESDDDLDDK
* hit, by the source's call; i = inactive.

no.	compound	Tn6 DDE FP	KLK7 zymogen act	DDE Tn7 FP inh	ADAM10 inh	ADAM17 inh	ARFGAP1 inh	PLC-gamma1 inh	LEDGF integ inh	TDP2 inh	ASAP1 GAP inh
1	C=CC[C@@H](CC(=O)N(CCO)Cc1ccccc1)C(=O)N[C@H](COC(=O)[C@@H](CC=C)Cc1ccc(F)cc1)Cc1c[nH]c2ccccc12	-0.8	1.7	-4.8	39.4*	14.0*	0.1	4.4	0.2	-2.5	-10.0
2	CCOC(=O)Cc1nnc(NC(=O)COc2ccc(C)cc2)s1	-3.7	-0.6	-4.6	3.9	-2.9	-0.9	-1.5	0.3	6.5	0.0
3	CCCC[C@@H](CN[C@H](C)CNC)NCC1CCC(C(C)(C)C)CC1 (stereo partly specified)	2.4	0.6	0.0	-61.6	-1.5	8.0	4.8	7.6	-1.9	1.5
4	O=C(CSc1nc2ccccc2[nH]1)N=Nc1c(O)[nH]c2ccccc12	-7.1	-0.1	5.0	2.6	-2.5	-10.4	2.2	-1.1	5.5	11.8
5	COc1cc(/C=N/Nc2nc3c(c(=O)n(C)c(=O)n3C)n2Cc2ccccc2)ccc1OC(=O)c1ccco1	-6.6	-0.9	2.8	6.7	5.9	10.2	-38.6	-2.4	-3.9	6.4
6	CC(C)c1ccc(-n2nnnc2SCc2nc(N)nc(N)n2)cc1	9.9	0.3	2.6	-0.8	-1.7	8.6	-1.7	-2.8	6.1	-8.8
7	COC(=O)c1ccc(C(=O)OC)c(NC(=O)COC(=O)C2CCC(C(C)(C)C)CC2)c1 (stereo unspecified)	2.2	1.1	-0.3	-1.7	-5.2	-10.3	-4.5	-3.2	4.2	3.0
8	CCC(c1nnc(SCc2nc3ccccc3s2)n1Cc1ccccc1)N(C)C (stereo unspecified)	1.6	-0.3	-6.3	-4.3	-4.5	9.4	-4.8	1.5	1.2	12.4
9	COc1ccc(OCC2CN(Cc3ccccc3)S(=O)(=O)CCO2)cc1 (stereo unspecified)	4.1	-0.7	-4.6	-4.2	2.1	1.0	1.5	-0.3	-1.2	-4.8
10	Cc1ccc(OC(=O)CCC(=O)OCCCC(F)(F)C(F)(F)F)cc1	6.4	0.2	2.0	1.6	-4.7	-4.5	2.4	1.2	-6.5	3.3
11	Cc1cccc(NC(=O)CSc2nc(C)c(Cc3ccccc3)c(=O)[nH]2)c1	-1.8	1.0	2.9	-2.5	-2.3	4.6	-0.7	-1.7	1.0	0.4
12	Cn1c(SCC(=O)Nc2cc(Cl)cc(Cl)c2)nnc1-c1ccc2nonc2c1	-2.6	0.6	-4.8	9.9	-0.6	2.4	3.7	1.8	-7.6	-6.5
13	Cc1ccc(C)c(OCC(=O)N/N=C/c2ccc(N3CCOCC3)cc2)c1	1.4	-0.8	7.8	-392.2	-92.0	0.4	-42.9	-1.7	2.2	-10.7
14	Fc1ccccc1NC(=S)N1CCN(c2ccccn2)CC1	5.9	0.0	-9.8	2.5	3.6	6.7	10.4*	-2.3	-18.2	-2.4
15	CCOC(=O)C1(C)CCCN(C(=O)COc2ccccc2)C1 (stereo unspecified)	6.2	0.3	3.1	-4.8	-2.2	-8.8	-1.0	-0.7	8.8	-7.8
16	N#Cc1cc2cc3c(cc2nc1N1CCCCC1)OCCO3	-9.7	-7.7	4.1	i	-205.8	11.3	-295.7	8.8	13.1	7.1
17	CCc1ccc(N2CC(C(=O)Nc3nnc(CC)s3)CC2=O)cc1 (stereo unspecified)	-3.8	-0.2	-4.2	-1.9	-1.8	-1.8	-0.8	-1.8	0.7	-3.9
18	COc1ccnc(-n2cccc2/C=N/O)c1C#N	-4.5	0.2	-6.5	1.0	0.2	0.2	-0.2	-1.4	-3.8	4.9
19	CCCC(=O)c1c(NC)cc(C)oc1=O	-8.0	0.6	-0.1	0.4	-1.3	-1.1	3.2	5.1	6.7	3.1
20	Cc1cnc(NC(=O)CCNC(=O)c2ccccc2Cl)s1	3.1	0.8	5.4	6.4	-3.5	3.1	0.8	0.3	-3.8	-8.2
21	Cc1cccc(C)c1NC(=O)C1c2ccccc2OCC(=O)N1Cc1ccc2c(c1)OCO2 (stereo unspecified)	2.4	-0.4	1.3	-19.0	-3.5	3.9	0.3	-2.8	4.3	6.7
22	COc1cc(C)c(S(=O)(=O)NC2CC(C)(C)NC(C)(C)C2)cc1C	0.2	-0.2	2.6	0.5	-7.2	15.3	-1.6	1.3	12.9	-5.3
23	COc1ccccc1NS(=O)(=O)c1cccc(C(=O)N/N=C/c2c(C)nn(-c3ccccc3)c2N2CCCC2)c1	-3.1	-2.8	-2.2	11.3	7.1	7.1	-103.5	-2.0	-4.0	16.2
24	CCCCNC(=S)NC1CCCC1	7.0	0.1	-6.6	4.2	1.4	-12.0	4.4	-0.6	-5.1	2.3

(25) CCCc1nc2ccccc2c(C(=O)OCC(=O)NC2CC2)c1CC
(26) CN(C)c1cc2c(cc1NC(=O)c1ccccc1Cl)n(C)c(=O)n2C
(27) O=c1[nH]c(C2CCN(S(=O)(=O)c3ccccc3C(F)(F)F)CC2)nc2c1nnn2Cc1cccc(F)c1
(28) CCN(CC)S(=O)(=O)c1cccc(-c2nnc(SCc3nnc(-c4cccs4)o3)n2N)c1
(29) Cc1c(C(=O)NNc2c(Cl)cccc2Cl)n(C)oc1=O
(30) COc1ccc([C@H]2C[C@@H](O)[C@H](n3cc(C4CC4)nn3)CN2C(=O)C2CCCCC2)cc1
(31) Cc1cc(N)c(-n2cc3c(=O)n(C)c(=O)n(C)c3c2)cc1C
(32) COc1ccc(-n2nnc3c(=O)n(Cc4cccc(C)c4)cnc32)cc1

Compound	25	26	27	28	29	30	31	32
Tn6 DDE FP	-3.8	-0.5	-3.2	-5.6	-6.8	1.3	-0.9	-2.9
KLK7 zymogen act	-0.1	0.4	0.4	0.3	0.0	0.5	6.5	0.4
DDE Tn7 FP inh	-4.7	0.9	-7.1	0.9	9.6	-8.5	6.5	-3.2
ADAM10 inh	-3.0	-8.2	0.0	-0.4	-4.3	0.6	-102.8	0.7
ADAM17 inh	-0.6	-4.8	-0.9	-3.0	-0.6	-2.2	-38.5	-3.0
ARFGAP1 inh	11.7	-4.0	21.7	6.2	-3.0	-15.0	-8.3	0.2
PLC-gamma1 inh	-4.0	-3.8	0.4	1.1	-1.5	-2.5	-126.1	-0.1
LEDGF integ inh	0.3	-1.2	-0.3	0.4	0.1	2.3	2.9	1.6
TDP2 inh	1.0	1.9	14.2	1.1	5.3	4.4	8.1	1.3
ASAP1 GAP inh	-5.1	18.9	-1.9	12.5	-5.1	1.5	3.2	0.6

(33) CN(CCOc1ccc(Cl)cc1)CC(=O)Nc1ccc(OC(F)(F)F)cc1
(34) NC(=O)Cc1nc(-c2ccc([N+](=O)[O-])cc2)cs1
(35) Cc1ccc(CNc2ncnc3ccc(-c4ccc(CO)o4)cc23)o1
(36) COc1ccc(CCC(=O)O)cc1OC
(37) CCc1ccccc1NC(=O)NC1CCCCC1
(38) Cc1ccc(C(=O)NC2CCN(C(=O)Nc3ccccc3Cl)CC2)cc1

Compound	33	34	35	36	37	38
Tn6 DDE FP	8.0	6.0	-2.6	-4.1	-2.3	0.5
KLK7 zymogen act	-0.5	0.3	-1.7	0.5	-0.7	-0.7
DDE Tn7 FP inh	6.1	-0.3	0.9	-0.2	-3.3	-6.8
ADAM10 inh	14.5	-0.4	-396.8	9.0	7.2	7.5
ADAM17 inh	2.7	-1.8	-119.2	-1.0	-2.1	-2.3
ARFGAP1 inh	-5.5	6.7	-0.2	-2.3	6.2	2.8
PLC-gamma1 inh	-2.4	-3.9	-272.6	4.9	-0.7	-1.4
LEDGF integ inh	-2.1	-0.1	18.5*	-1.5	-2.6	1.6
TDP2 inh	11.0	1.4	-4.3	6.8	6.0	-2.3
ASAP1 GAP inh	12.4	0.1	-11.0	10.3	12.0	1.9

Looked up by structure from the list above (3):
(34) NC(=O)Cc1nc(-c2ccc([N+](=O)[O-])cc2)cs1
(10) Cc1ccc(OC(=O)CCC(=O)OCCCC(F)(F)C(F)(F)F)cc1
(28) CCN(CC)S(=O)(=O)c1cccc(-c2nnc(SCc3nnc(-c4cccs4)o3)n2N)c1

Compound	34	10	28
Tn6 DDE FP	6.0	6.4	-5.6
KLK7 zymogen act	0.3	0.2	0.3
DDE Tn7 FP inh	-0.3	2.0	0.9
ADAM10 inh	-0.4	1.6	-0.4
ADAM17 inh	-1.8	-4.7	-3.0
ARFGAP1 inh	6.7	-4.5	6.2
PLC-gamma1 inh	-3.9	2.4	1.1
LEDGF integ inh	-0.1	1.2	0.4
TDP2 inh	1.4	-6.5	1.1
ASAP1 GAP inh	0.1	3.3	12.5
